Screening results as filed in PubChem.
PAFAH1B3 FP inh = inhibitors of human PAFAH1B3. Q15102. recombinant PAFAH1B3, FP-rhodamine probe, fluorescence polarization. inhibition, % at 3.39 µM. 0.28% of 340,000 active. AID 492972;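 active means inhibition above the screen-wide average of all tested compounds plus 3 SD, cut at about 25% in these data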;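 further: 0% = enzyme with DMSO only and 100% = wells lacking PAFAH1B3 protein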
Target sequence (Q15102 whole entry, looked up): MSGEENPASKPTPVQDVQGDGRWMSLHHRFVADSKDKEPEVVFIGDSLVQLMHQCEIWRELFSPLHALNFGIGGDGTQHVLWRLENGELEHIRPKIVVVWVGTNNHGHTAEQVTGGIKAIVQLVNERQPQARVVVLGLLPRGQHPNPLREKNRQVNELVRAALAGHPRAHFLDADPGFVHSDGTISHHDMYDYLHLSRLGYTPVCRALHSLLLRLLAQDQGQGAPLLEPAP
GSTO1 counter = counter-screen for RBBP9 inhibitors: inhibitors of human GSTO1 | P78417 | recombinant GSTO1, activity-based probe fluorescence polarization | inhibition, % at 5.96 µM | 1.1% of 300,000 active;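 active means inhibition above the campaign mean inhibition plus 3 SD, cut at about 35% in these data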;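 further: 0% = GSTO1-1 with DMSO and 100% = wells lacking GSTO1-1 enzyme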
Target sequence (P78417 whole entry, looked up): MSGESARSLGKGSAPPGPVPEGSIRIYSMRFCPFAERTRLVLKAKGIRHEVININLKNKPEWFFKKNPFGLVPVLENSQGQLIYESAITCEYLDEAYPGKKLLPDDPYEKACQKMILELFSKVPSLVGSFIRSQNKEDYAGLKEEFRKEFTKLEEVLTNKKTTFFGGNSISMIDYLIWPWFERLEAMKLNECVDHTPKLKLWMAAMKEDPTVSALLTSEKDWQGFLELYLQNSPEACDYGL
PAD4 FP inh = inhibitors of human PAD4. AID 485272. recombinant PAD4, RCA probe fluorescence polarization. inhibition, % at 6.36 µM. 0.41% of 330,000 active. Q9UM07;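 active means percent inhibition above a cutoff equal to the mean of all tested compounds plus 3 SD, cut at about 15% in these data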;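 further: 0% = PAD4 with RCA probe and DMSO and 100% = probe without PAD4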
PAFAH2 inh = inhibitors of human PAFAH2 | Q99487 | recombinant PAFAH2, FP-rhodamine activity probe, fluorescence polarization | inhibition, % at 3.39 µM | 0.99% of 340,000 active | AID 492956;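 active means inhibition above the mean over all tested compounds plus 3 SD, cut at about 30% in these data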;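 further: inhibitors block probe labeling of enzyme so polarization drops; 0% = enzyme with DMSO and 100% = wells lacking PAFAH2 protein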
LYPLA1 inh = LYPLA1 (human) inhibition in PME1 counter-screen | O75608 | recombinant LYPLA1, FP-Rh probe fluorescence polarization | inhibition, % at 5.9 µM | 0.16% of 320,000 active | AID 2174;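 active means inhibition above the mean of all tested compounds plus 3 SD, set per campaign, cut at about 14% in these data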;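 further: inhibitors block serine hydrolase probe labeling of LYPLA1 so polarization falls; 0% = enzyme with DMSO and 100% = wells lacking LYPLA1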
pPAFAH inh = inhibitors of human plasma PAF acetylhydrolase (pPAFAH) | 1.5% of 330,000 active | AID 463082 | recombinant pPAFAH, FP-rhodamine probe fluorescence polarization | Q13093 | inhibition, % at 3.39 µM;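 active means inhibition above the mean inhibition across the screen plus 3 SD, cut at about 25% in these data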;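 further: inhibitors block binding of the rhodamine activity-based probe so polarization drops; 0% = enzyme with DMSO and 100% = wells lacking pPAFAH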
LYPLA2 counter = counter-screen for PME1 inhibitors: inhibitors of human LYPLA2; O95372; recombinant LYPLA2, FP-Rh probe fluorescence polarization; inhibition, % at 5.9 µM; 0.38% of 320,000 active;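 active means inhibition above the screen-wide mean plus 3 SD, limit set per campaign, cut at about 26% in these data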;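 further: 0% = LYPLA2 with DMSO and 100% = wells lacking LYPLA2 enzyme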
Target sequence (O95372 whole entry, looked up): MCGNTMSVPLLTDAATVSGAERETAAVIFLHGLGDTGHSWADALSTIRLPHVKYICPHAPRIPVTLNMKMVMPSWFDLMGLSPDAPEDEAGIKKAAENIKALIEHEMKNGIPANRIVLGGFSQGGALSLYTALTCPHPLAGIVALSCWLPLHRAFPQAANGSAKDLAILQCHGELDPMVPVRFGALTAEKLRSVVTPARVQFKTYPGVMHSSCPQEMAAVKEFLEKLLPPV
PAFAH1B2 inh = blocks human PAF acetylhydrolase 1b catalytic subunit 2; 1.2% of 340,000 active; AID 492953; recombinant PAFAH1B2, FP-rhodamine activity probe, fluorescence polarization; inhibition, % at 3.39 µM;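 active means inhibition above the mean of all tested compounds plus 3 SD, cut at about 24% in these data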;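 further: 0% = enzyme with DMSO and 100% = wells lacking PAFAH1B2; many of its hits are not listed in these tables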
Target sequence (P68402 whole entry, looked up): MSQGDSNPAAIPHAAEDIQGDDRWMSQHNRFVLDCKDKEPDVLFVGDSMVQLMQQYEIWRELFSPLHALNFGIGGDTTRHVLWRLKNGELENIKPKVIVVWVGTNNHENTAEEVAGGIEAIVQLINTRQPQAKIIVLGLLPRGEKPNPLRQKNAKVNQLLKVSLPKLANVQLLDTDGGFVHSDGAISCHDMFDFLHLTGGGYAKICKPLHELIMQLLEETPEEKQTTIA
PREPL inhibitor = human PREPL enzyme inhibition; inhibition, % at 5.96 µM; 0.68% of 320,000 active; recombinant PREPL, fluorescence polarization activity-based probe; Q4J6C6; in the data active means inhibition above about 43%;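 further: 0% = enzyme with DMSO and 100% = wells lacking enzyme; many of its hits are not listed in these tables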
* = called active by the depositor; · = not tested or not shown. Not all compounds are listed; count on the stated rates, not on these rows.

entry	mol	PAFAH1B3 FP inh	GSTO1 counter	PAD4 FP inh	PAFAH2 inh	LYPLA1 inh	pPAFAH inh	LYPLA2 counter	PAFAH1B2 inh	PREPL inhibitor
1	Cc1ccc(-n2c(=S)sc3c(=O)n(-c4ccc(F)cc4)c(SCC(=O)O)nc32)cc1C	10	-17	0	10	0	9	6	5	10
2	COc1ccc(N2CCC(CNC(=S)Nc3c(C)cc(C)cc3C)C2)cc1 (stereo unspecified)	4	6	2	8	-1	-3	-5	1	19
3	OCC[C@H]1C[C@H](O)[C@@H](O)[C@]2(CCc3ccccc3CO2)O1	14	1	-2	7	-3	1	-5	-1	0
4	O=C(NC(=S)Nc1ccc(S(=O)(=O)NC2CCCCC2)cc1)c1cccs1	-14	-14	-2	4	-17	-4	-15	-4	0
5	C=CCC1NS(=O)(=O)OC(COC)C1C (stereo unspecified)	-3	-10	0	3	1	-6	-4	4	9
6	O=C(COc1ccc(Cl)cc1Cl)NCCCCc1ccccc1	1	-2	-2	3	-4	5	10	4	-50
7	O=C(Nc1ccc2[nH]c(=O)[nH]c2c1)c1ccc(Cl)c(Cl)c1	·	-6	-1	·	-3	-2	-1	·	2
8	Cc1nc(CCNC(=O)Cc2ccc(F)cc2)cs1	6	-4	1	-5	-2	1	5	7	-4
9	CCCCn1c(N)c(N(C)C(=O)c2cccc(-n3cnnn3)c2)c(=O)[nH]c1=O	3	·	6	2	·	4	·	4	3
10	Nc1cc[n+](CC(=O)c2ccc3c(c2)OCCO3)cc1	6	-1	0	2	5	2	4	-1	-7
11	CCc1nnc(NC(=O)c2ccc(S(=O)(=O)N3CCCCC3)cc2)s1	-2	-3	3	16	0	4	4	7	-1
12	CCOc1ccc(C(=O)Nc2ccc3c(c2)OCCO3)cc1	0	4	-1	3	-3	8	4	1	4
13	CC(C)NC(=O)C1CCN(C(=O)c2cc3sccc3n2Cc2ccc(F)cc2)CC1	-4	4	-2	5	2	9	10	-4	18
14	O=C(/C=C/c1ccc(Cl)cc1)N1CCN(c2ccccn2)CC1	5	4	1	11	2	3	1	4	11
15	Cn1c(SCC(=O)c2ccccc2)ncc(C(=O)Nc2ccccc2)c1=O	10	2	1	-2	1	3	9	5	-2
16	CC(=O)Nc1ccc(NC(=O)C2(C)CC2(Cl)Cl)cc1 (stereo unspecified)	4	3	3	-3	-1	1	4	2	-10
17	O=C(O)c1ccc(-c2nc(-c3ccccc3Cl)cs2)cc1	1	0	3	1	-4	6	-4	3	-3
18	Cc1c(Cc2ccccc2)c(=O)oc2c(C)c(OCC(=O)N[C@@H](Cc3ccccc3)C(=O)O)ccc12	1	-7	-1	15	-2	33*	-2	9	-8
19	CCC(=O)O[C@]1(C(=O)CCl)[C@@H](C)C[C@H]2[C@@H]3CCC4=CC(=O)C=C[C@]4(C)[C@@]3(F)[C@@H](O)C[C@@]21C	7	-3	-1	-9	-1	-2	0	2	-3
20	COc1cc(/C=C2\C(=N)N3N=C(S(C)(=O)=O)SC3=NC2=O)ccc1OC(=O)c1ccco1	10	3	-13	7	-1	10	5	3	61*
21	CCCCCSc1nnc2c(n1)OC(c1cccn1C)N(C(C)=O)c1ccccc1-2 (stereo unspecified)	-4	-1	4	10	-1	-5	4	19	4
22	CN(CC(=O)Nc1ccccc1Cl)C(=O)CSc1ncc(C(F)(F)F)cc1Cl	11	-6	2	-4	-5	0	-9	12	-6
23	COc1ccc(CN2CCNC(=O)C2CC(=O)N2CCCN(C(C)=O)CC2)cc1OC (stereo unspecified)	9	0	-2	3	-3	4	-5	0	7
24	O=C(c1c(F)cccc1F)N1CCN(c2ccccc2F)CC1	1	-11	-1	-2	3	3	4	1	-16
25	COC(=O)c1sc(NC(=O)CSc2nnc(C(C)C)n2C)nc1C	1	4	4	3	3	-4	12	6	7

Quoted from the listing:
For PAFAH2 inh, O=C(/C=C/c1ccc(Cl)cc1)N1CCN(c2ccccn2)CC1 shows 11
For LYPLA1 inh, CCc1nnc(NC(=O)c2ccc(S(=O)(=O)N3CCCCC3)cc2)s1 shows 0
For LYPLA1 inh, Cn1c(SCC(=O)c2ccccc2)ncc(C(=O)Nc2ccccc2)c1=O shows 1
For PAD4 FP inh, COc1ccc(N2CCC(CNC(=S)Nc3c(C)cc(C)cc3C)C2)cc1 (stereo unspecified) shows 2
For PAFAH2 inh, CN(CC(=O)Nc1ccccc1Cl)C(=O)CSc1ncc(C(F)(F)F)cc1Cl shows -4
For PAFAH1B3 FP inh, CCCCn1c(N)c(N(C)C(=O)c2cccc(-n3cnnn3)c2)c(=O)[nH]c1=O shows 3

Ordered by value in PAFAH1B2 inh (smallest number first): three from the list above.
No.	SMILES	PAFAH1B2 inh
4	O=C(NC(=S)Nc1ccc(S(=O)(=O)NC2CCCCC2)cc1)c1cccs1	-4
19	CCC(=O)O[C@]1(C(=O)CCl)[C@@H](C)C[C@H]2[C@@H]3CCC4=CC(=O)C=C[C@]4(C)[C@@]3(F)[C@@H](O)C[C@@]21C	2
11	CCc1nnc(NC(=O)c2ccc(S(=O)(=O)N3CCCCC3)cc2)s1	7

The list goes on.
Screens in order: PAFAH1B3 FP inh	GSTO1 counter	PAD4 FP inh	PAFAH2 inh	LYPLA1 inh	pPAFAH inh	LYPLA2 counter	PAFAH1B2 inh	PREPL inhibitor
26	CCCCNc1ncnc2c1cnn2Cc1ccc(Cl)cc1
  2	0	-4	-2	-3	3	9	-1	-22
27	CCN(CC)S(=O)(=O)c1cc(NC(=O)C2CCN(c3ncnc4sc(C)c(C)c34)CC2)ccc1Cl
  -25	-32	0	-36	-25	-12	-52	-15	13
28	COc1cccc(-c2nc3c(c(SCC(=O)N4CCOCC4)n2)Cc2c(CO)cnc(C)c2O3)c1
  7	5	-2	0	0	0	-5	2	-8
29	COc1ccc(N(CC(=O)NCc2ccco2)S(=O)(=O)c2ccc(OC)c(OC)c2)cc1
  7	9	-1	-3	0	0	1	3	1
30	CCOC(=O)c1cccnc1SC(CC)C(=O)N1CCOCC1 (stereo unspecified)
  2	6	2	4	-4	2	2	0	-2
31	CCOc1cc(/C=C(\C(=O)O)c2ccc(S(=O)(=O)N3CCCC3)s2)ccc1OC
  4	·	1	4	-1	-1	6	1	10
32	O=C(CSC1=NCCN1)Nc1cccc(C(F)(F)F)c1
  6	-27	7	2	-2	0	-3	-1	3
33	COc1ccccc1CCC(=O)Nc1ccc(S(=O)(=O)Nc2cc(C)nc(C)n2)cc1
  6	3	3	-1	2	4	2	-1	9
34	CC(C)(O)c1ccc2c(c1)CCC1C(C)(C(=O)O)CCCC21C (stereo unspecified)
  -1	1	4	-4	3	2	9	4	-3
35	CCOc1cccc(/C=N/Nc2ccc(S(=O)(=O)N(CC)CC)cn2)c1O
  6	0	-1	-8	2	10	6	0	11
36	CN(CC(=O)NCCc1ccccc1)S(=O)(=O)c1ccccc1
  9	2	0	0	0	-1	-1	1	-5
37	O=C1CSC(c2cccnc2)N1c1ccccc1 (stereo unspecified)
  10	1	-3	2	0	-3	-4	2	0
38	CC(=O)Nc1ccc(N/C=C/C(=O)c2ccccc2)cc1
  -5	-5	-2	3	0	4	0	-2	6
39	CC(=O)Oc1c2occc2cc2ccc(=O)oc12
  0	27	-5	1	1	8	5	2	0
40	O=C1CCCc2nn(-c3ccccc3)nc21
  4	-2	3	-5	-2	-2	-5	2	-12
41	O=C1CC2(CCN(C(=O)c3ccccc3[N+](=O)[O-])CC2)Oc2ccccc21
  10	0	0	7	-2	-3	-1	3	7
42	O=C(CSc1nnc(-c2ccc(F)cc2)c2ccccc12)Nc1ccccc1
  9	-8	-2	-3	-7	2	-11	3	-10
43	CC(C)=CCN1CCN(Cc2cccc3nonc23)CC1CCO (stereo unspecified)
  ·	-11	-1	·	0	-3	4	·	19
44	O=[N+]([O-])c1ccc(C[n+]2cccc3ccccc32)cc1
  8	-10	-3	-1	0	11	0	4	37
45	CCCOc1ccc(-c2nc(N3CCN(C)CC3)c3ccccc3n2)cc1
  4	-7	-1	-2	0	5	7	-1	9
46	O=C1CC(NNc2ccccc2)C(=O)N1c1cccc(Cl)c1 (stereo unspecified)
  1	-7	-1	-1	2	2	4	-2	7
47	Cc1ccc(O)c(C(CC(=O)NCc2ccco2)c2ccccc2)c1 (stereo unspecified)
  4	4	-1	3	-5	-2	-4	-1	1
48	CC1CCN(Cc2c(O)ccc3c(=O)c(-c4nc5ccccc5s4)c(N)oc23)CC1
  -7	3	-7	-2	-2	7	-5	6	44*
49	CCC(=O)Nc1ccc(NC(=O)/C=C/c2ccc(Cl)cc2)cc1
  5	0	1	-4	4	4	9	3	6
50	Cc1noc2ncnc(Oc3ccc4ccccc4c3)c12
  -14	4	-1	-5	2	2	8	-7	-13
51	O=C(CN1C(=O)COc2ccccc21)NCc1ccc(C(=O)O)cc1
  10	-1	1	-4	2	-2	-1	2	-5
52	Cc1cccc(Nc2cc(=O)n(C)c(=O)[nH]2)c1
  8	5	0	1	-2	2	-2	1	18
53	Cc1ccc2nc(-c3ccccn3)[nH]c2c1
  3	-3	-1	0	-1	1	-3	2	3
54	C#CCOc1ccc(Cl)cc1/C=C1/C(=O)ON=C1C
  14	0	-2	-5	-5	2	-9	0	-4

Entries of single compounds as entered above. Screens in order: PAFAH1B3 FP inh | GSTO1 counter | PAD4 FP inh | PAFAH2 inh | LYPLA1 inh | pPAFAH inh | LYPLA2 counter | PAFAH1B2 inh | PREPL inhibitor
O=C1CC(NNc2ccccc2)C(=O)N1c1cccc(Cl)c1 (stereo unspecified) across the screens: 1 | -7 | -1 | -1 | 2 | 2 | 4 | -2 | 7
C#CCOc1ccc(Cl)cc1/C=C1/C(=O)ON=C1C across the screens: 14 | 0 | -2 | -5 | -5 | 2 | -9 | 0 | -4
